PKM2 activator: increases activity of human pyruvate kinase M2. P14618. purified PKM2, Kinase-Glo ATP luminescence, activation; response scale: 0% is enzyme alone, no compound. Potency, µM (top dose mostly 57.5 µM), for the others: at the top dose activation, usual class: activators. 0.34% of 260,000 active. AID 1631; further: potency means the concentration at half of the fitted maximal effect; on the % scale 0 is the no-effect control and ±100 the full control effect; nearly all actives have a fitted effect of over 55% in size
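hPK-M2, >95% pure; 0.1 mM ADP / 0.5 mM PEP final; imidazole pH7.2 buffer w/ 7 mM MgCl2, 50 mM KCl; 1 h RT; Kinase-Glo lum. Intermediate enzyme activity for dual inhibitor/activator qHTS.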
TSHR antagonist: blocks TSH signaling through the human TSH receptor. P16473. TSHR-expressing cells, TSH-stimulated cAMP HTRF, 2 h; active compounds read low. activity change, negative = inhibition, % at 11.5 µM. 0.2% of 330,000 active. AID 504810;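 active means activity change below a set negative limit, meaning inhibition stronger than a set level, cut at about -70% in these data; inconclusive means activity change between two set negative limits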; further: on the % scale 0 is the no-effect control and ±100 the full control effect
Target sequence (P16473 whole entry, looked up): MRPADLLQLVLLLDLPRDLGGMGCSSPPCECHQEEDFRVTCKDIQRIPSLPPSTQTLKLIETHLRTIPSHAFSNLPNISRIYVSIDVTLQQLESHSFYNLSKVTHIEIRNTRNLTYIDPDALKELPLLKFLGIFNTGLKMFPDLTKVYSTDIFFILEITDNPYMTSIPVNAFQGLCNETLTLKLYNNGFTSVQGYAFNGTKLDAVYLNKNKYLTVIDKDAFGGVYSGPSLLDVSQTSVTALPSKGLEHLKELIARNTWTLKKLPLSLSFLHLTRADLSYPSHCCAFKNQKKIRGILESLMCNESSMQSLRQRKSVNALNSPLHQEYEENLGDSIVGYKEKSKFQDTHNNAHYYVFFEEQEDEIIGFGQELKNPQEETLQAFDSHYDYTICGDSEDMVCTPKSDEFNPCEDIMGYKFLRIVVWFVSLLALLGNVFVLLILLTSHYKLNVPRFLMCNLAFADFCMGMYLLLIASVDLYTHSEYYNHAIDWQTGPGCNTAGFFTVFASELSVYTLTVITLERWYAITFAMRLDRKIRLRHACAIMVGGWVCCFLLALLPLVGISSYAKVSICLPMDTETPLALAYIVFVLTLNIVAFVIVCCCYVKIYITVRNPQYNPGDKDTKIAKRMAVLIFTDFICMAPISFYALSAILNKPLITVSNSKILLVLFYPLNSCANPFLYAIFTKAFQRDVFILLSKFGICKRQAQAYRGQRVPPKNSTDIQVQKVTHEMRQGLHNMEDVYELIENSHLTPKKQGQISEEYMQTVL
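Antagonism was scored as loss of TSH-driven cAMP in TSHR cells, stimulated with 4nM TSH (EC80) for 2 hours at 37 deg C and detected by homogeneous HTRF competition immunoassay.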
Menin MLL FP TR: menin-MLL binding inhibition, Texas Red mutant peptide | O00255 | Menin + Texas Red MLL mutant peptide, fluorescence polarization | Potency, µM (top dose mostly 61.6 µM), for inactives: at the top dose FP activity change, negative = inhibition, actives largely listed as inhibitors | 0.23% of 270,000 active | AID 1768; active means well fitted inhibition curve with a large enough effect in the polarisation, with a control signal flat, not every such curve was filed as active; inconclusive means small, poorly fitted or top-dose-only effect, or effect the other way, or a change in a side signal; inactive means no such curve, though single readings can be large or run the other way; the % refers to the polarisation; further: potency means the concentration at half of the fitted maximal effect; % of control where 0% means no effect; many of its hits are not listed in these tables
Eya2 phos inh: Eya2 (human) phosphatase inhibition; AID 488837; 0.006% of 330,000 active; O00167; Potency, µM (highest dose often 76.9 µM), inactives show at the top dose activity, negative = inhibition, usual class: inhibitors; recombinant Eya2, OMFP fluorescence dephosphorylation (OMFP is methylfluorescein phosphate); further: potency means the concentration at half of the fitted maximal effect; on the % scale 0 is the no-effect control and ±100 the full control effect
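Eya2 protein (added as 0.2 uM solution) was preincubated with compound for 10 min at ambient temperature in 50 mM HEPES pH 7.5, 50 mM NaCl, 5 uM MgCl2, 0.05% BSA, 1 mM DTT. OMFP (added at 50 uM) then reacted 10 min; fluorescence read at 485/525 nm.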
KCNH2 WT inh: inhibitors of human wildtype KCNH2 potassium channel; Q12809; U2OS, BacMam KCNH2, thallium flux FluxOr; active compounds read low; activity change, % at 1.84 µM; 0.37% of 340,000 active; AID 720551;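 active means maximum activity change below -70%; inconclusive means maximum activity change between -70% and -50%; inactive means maximum activity change above -50%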; further: on the % scale 0 is the no-effect control and ±100 the full control effect
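U2OS cells transduced with wild-type KCNH2 virus are loaded with FluxOr dye for 45 min, and thallium flux is measured in kinetic reads before and after stimulation buffer. Rate constants are normalized to DMSO controls.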
MBNL1-CUG inh: inhibitors of human MBNL1 binding to CUG repeat RNA. 0.036% of 280,000 active. TR-FRET MBNL1-His/biotin-(CUG)12 binding, 665/545 ratio. Potency, µM (doses to about 57.5 µM), for the others: at the top dose activity change, negative = inhibition, most hits filed as inhibitors. AID 2675; active means well fitted inhibition curve with a large enough effect in the signal ratio, with a control signal flat, not every such curve was filed as active; inconclusive means small, poorly fitted or top-dose-only effect, or effect the other way, or a change in a side signal; inactive means no such curve, though single readings can be large or run the other way; the % refers to the signal ratio; further: potency means the concentration at half of the fitted maximal effect; on the % scale 0 is the no-effect control and ±100 the full control effect
Target sequence (Q9NR56 whole entry, looked up): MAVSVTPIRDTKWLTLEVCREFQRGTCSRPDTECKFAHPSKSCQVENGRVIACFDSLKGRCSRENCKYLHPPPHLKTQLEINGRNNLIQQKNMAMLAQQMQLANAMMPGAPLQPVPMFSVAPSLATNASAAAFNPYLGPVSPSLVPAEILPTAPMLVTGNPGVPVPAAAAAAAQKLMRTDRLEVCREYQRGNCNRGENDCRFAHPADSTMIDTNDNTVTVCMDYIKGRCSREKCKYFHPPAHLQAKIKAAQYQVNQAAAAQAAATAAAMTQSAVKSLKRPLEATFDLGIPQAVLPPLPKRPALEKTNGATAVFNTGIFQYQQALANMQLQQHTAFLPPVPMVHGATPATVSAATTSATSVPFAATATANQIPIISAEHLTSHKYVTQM
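Ratiometric TR-FRET (665 over 545 nm, excitation 340 nm) tracks disruption of MBNL1-His/biotin-(CUG)12 complex after 60 min at room temperature, with compounds at 92 nM to 58 uM final.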
Mito fusion act: inhibitors of mitochondrial division or activators of mitochondrial fusion | 0.23% of 320,000 active | Potency, µM (highest dose often 46.1 µM), without a hit: at the highest dose growth rescue (activation), hits mostly activators | S. cerevisiae fusion-defective mutant growth rescue, CellTiterGlo 48 h | AID 485298;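 further: potency means the concentration at half of the fitted maximal effect; % of control where 0% means no effect; nearly all actives have a fitted effect of over 45% in size; temperature-sensitive fusion mutants such as fzo1-1 at 37 °C on non-fermentable ethanol glycerol medium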
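Temperature-sensitive fusion-defective S. cerevisiae (e.g. fzo1-1, mgm1-5) were grown with compound in YPEG medium (3% ethanol, 3% glycerol) for 48 hours at 37C. Growth rescue was measured as viability by CellTiterGlo luminescence after 10 minutes at ambient.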
GALK inhibitor: blocks human galactokinase activity; P51570; Purified GALK, Kinase-Glo residual ATP luminescence; 0.007% of 270,000 active; Potency, µM (doses to about 57.5 µM), for the others: at the top dose activity change, negative = inhibition, most hits filed as inhibitors; further: potency means the concentration at half of the fitted maximal effect; on the % scale 0 is the no-effect control and ±100 the full control effect
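5 nM enzyme, 35 uM ATP, 100 uM galactose, 20 mM HEPES pH8.0, 5 mM MgCl2; 1 h RT; residual ATP by Kinase-Glo Plus luminescence, qHTS format.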
USP2a block: inhibitors of human ubiquitin-specific protease USP2a. USP2 core, Ub-CHOP2 coupled fluorogenic reporter, 485/531. Potency, µM (doses to about 38.3 µM), for inactives: at the highest dose activity change, negative = inhibition, most hits filed as inhibitors. 0.01% of 330,000 active;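 further: potency means the concentration at half of the fitted maximal effect; plate controls were DMSO wells for no effect and full inhibition by NEM control for full effect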
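Cell-free coupled assay: 10nM USP2 core preincubated 30min RT with compound in Tris-HCl pH 8.0/CaCl2/CHAPS buffer, then 25nM Ub-CHOP2 and 25nM reporter substrate; fluorescence (Ex 485/Em 531) read after 60min RT, normalized to NEM inhibition, concentration-response curves fitted.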
S-ASM inh: blocks human secretory acid sphingomyelinase; Potency, µM (doses to about 57.5 µM), for the others: at the highest dose activity change, negative = inhibition, usual class: inhibitors; 0.006% of 340,000 active; P17405; placental ASM, HMU-PC fluorogenic substrate, 60 min; AID 504937; further: potency means the concentration at half of the fitted maximal effect
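Steps: dispense placental human ASM, pin compound, wait 10 min at room temperature, add HMU-PC0 substrate at 9 uM final, incubate 60 min at 37 °C, add stop solution raising pH to 10, read fluorescence.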
Chronic BCR inh: inhibitors of chronic active B-cell receptor signaling. 0.05% of 340,000 active. ABC-DLBCL IkBa-CBG/CBR reporter, luminescence ratio, 4 h. AID 493014. Potency, µM (series often up to 46.1 µM), without a hit: top-dose ratio change, negative = lower green/red ratio, actives largely listed as inhibitors; active means well fitted inhibition curve with a large enough effect in the signal ratio, with a control signal flat, not every such curve was filed as active; inconclusive means small, poorly fitted or top-dose-only effect, or effect the other way, or a change in a side signal; the % refers to the signal ratio;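 further: potency means the concentration at half of the fitted maximal effect; plate controls were basal doxycycline-induced cells for no effect and cells given 10 µM MG132 for full effect; MG132 reads +100%, hits lower the ratio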
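Concentration-response series (up to 46 uM) were applied to TMD8 dual-reporter cells for 4 h at 37C with doxycycline. Green/red ratio, after filter-overlap correction, defined %Activity; red signal alone was normalised to basal cells and zero luminescence.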
An asterisk follows results filed as active; ? = inconclusive; . = no result given. Unless noted, the call rests on the fitted dose curve; in most records, active means well fitted curve in the direction sought with a large enough effect; inconclusive means small, poorly fitted or top-dose-only effect, or another doubt; inactive means no such curve, though single readings can be large; an effect the other way counts as inactive or inconclusive. The list is partial. The share of hits here may be higher or lower than overall.

No.	Molecule	Chronic BCR inh	Mito fusion act	PKM2 activator	Menin MLL FP TR	TSHR antagonist	KCNH2 WT inh
1	COc1ccc(NC(=S)NCC(O)c2ccccc2)c(OC)c1 (configuration not stated)	0%	-1%	4%	2%	-8	7
2	Cc1ccc(NS(=O)(=O)c2cccc(C(=O)NN3CCOCC3)c2)cc1	1%	0%	-5%	-1%	3	.
3	O=C(COC(=O)c1ccc[n+]([O-])c1)Nc1cc([N+](=O)[O-])ccc1Cl	-9%	.	.	.	0	-1
4	Cc1ccc(/C=C2\SC(=S)N(CCC(=O)N3CCOCC3)C2=O)cc1	-27%	3%	.	.	-9	6
5	COc1ccccc1NC(=O)Cc1noc(CN(C)Cc2cccs2)n1	6%	0%	-2%	4%	0	0
6	CN(C)S(=O)(=O)c1ccc(N=Cc2c(C(F)(F)F)[nH]n(C)c2=O)cc1	9%	20%	0%	-2%	10	-8
7	COc1ccc(C(=O)COC(=O)CNC(=O)c2ccc(OC)cc2)cc1	?	-8%	0%	1%	-8	2
8	CCOC(=O)N1CCC(NC(=O)CCC(=O)N2CCOc3ccc(C)cc32)CC1	2%	-1%	6%	?	34	2
9	Cn1c(=O)cc(OCCCC(=O)NCCN2CCN(c3ccccc3F)CC2)c2ccccc21	?	3%	-11%	-15%	-4	2
10	COc1ccc(CNC(=O)CN2C(=O)NC(c3ccccc3)(c3ccccc3)C2=O)cc1	-9%	.	.	.	90	8
11	COc1ccc(Nc2oc(-c3ccc(OC)cc3)nc2C#N)cc1	4%	2%	-1%	.	-6	-3
12	CCOC(=O)c1c(C)[nH]c(C(=O)COC(=O)c2ccc(F)c(S(=O)(=O)N3CCOCC3)c2)c1C	-5%	-3%	-2%	-4%	-3	-11
13	COc1ccc(C(=O)NCCS(=O)(=O)NC2CCCC2)cc1	?	-2%	.	.	-2	0
14	CCOC(=O)N1CCN(S(=O)(=O)c2ccc(OC)c3ccccc23)CC1	-7%	-5%	1%	3%	-1	0
15	COC(=O)c1ccccc1NC(=O)Nc1cccc(C)n1	3%	-3%	2%	15%	0	-3

No.	USP2a block	Eya2 phos inh	GALK inhibitor	MBNL1-CUG inh	S-ASM inh
1	0%	-3%	0%	15%	2%
2	2%	0%	3%	-3%	.
3	3%	-7%	.	.	2%
4	1%	-3%	-2%	4%	-8%
5	4%	9%	0%	-3%	-1%
6	10%	-3%	1%	0%	3%
7	-3%	-4%	0%	1%	-3%
8	-1%	-5%	0%	-5%	5%
9	4%	18%	1%	52%	0%
10	-6%	-9%	.	.	-3%
11	2%	1%	-2%	8%	1%
12	-6%	-28%	1%	-1%	2%
13	1%	3%	.	.	.
14	-4%	2%	-2%	-5%	1%
15	-1%	-13%	-3%	-12%	10%

No.	Molecule	Chronic BCR inh	Mito fusion act	PKM2 activator	Menin MLL FP TR	TSHR antagonist	KCNH2 WT inh
16	Cc1cc(C(=O)CN2C(=O)CN(C)C2=O)c(C)n1-c1cccc(S(=O)(=O)N2CCOCC2)c1	-4%	1%	-13%	-14%	-3	-10
17	CCCc1sc(N/N=C/c2ccccn2)nc1-c1ccc(F)cc1	3%	2%	-1%	2%	-4	-2
18	CC(C)(C)OC(=O)NN1CC(=O)N2Cc3[nH]c4ccccc4c3C[C@H]2C1=O	-3%	7%	.	?	12	-10
19	COc1cccc(Nc2nc(-c3ccc(O)cc3)cs2)c1	?	-12%	?	?	2	-7
20	O=C(N/N=C/c1ccc(Cl)c([N+](=O)[O-])c1)c1ccc2nc[nH]c2c1	5%	-1%	-6%	19%	-8	15
21	Cc1ccc(-c2nc(CSc3nc4ccccc4c(=O)n3CCO)cs2)cc1	?	28%	6%	-10%	-2	12
22	Cc1ccccc1NC(=O)COC(=O)COc1ccc2c(c1)CCC2	0%	4%	.	.	7	-10
23	O=C(C[n+]1cccc(/C=N/O)c1)N1CCCc2ccccc21	-2%	12%	9%	7%	6	-3
24	Nc1cc(S(=O)(=O)O)cc([N+](=O)[O-])c1O	0%	12%	.	-5%	3	10
25	Cc1cc(=O)oc2cc(OCC(=O)N3CC[C@@]4(O)CCCC[C@H]4C3)ccc12	5%	2%	0%	-22%	-5	-3
26	O=C(CN=C1NS(=O)(=O)c2ccccc21)OCC(=O)c1ccccc1	-2%	-5%	-11%	.	10	2
27	CCCNC(=O)NCc1ccc(N2CCCC2=O)cc1	-18%	-1%	0%	-2%	-2	-13
28	COc1cc(CNCc2ccc(C)cc2)cc(OC)c1OC	-4%	-1%	-12%	-16%	12	1
29	O=C(CNc1cccc(S(=O)(=O)N2CCCC2)c1)Nc1ccc(F)c(F)c1	0%	-9%	.	.	-23	-9
30	COc1ccc(/C=C2\SC(=O)N(CCNC(=O)Cc3coc4cc(OC)ccc34)C2=O)cc1	-9%	1%	-2%	-9%	3	4

No.	USP2a block	Eya2 phos inh	GALK inhibitor	MBNL1-CUG inh	S-ASM inh
16	3%	6%	6%	3%	-7%
17	-4%	-12%	2%	-17%	-23%
18	2%	1%	-2%	-9%	0%
19	4%	1%	-5%	2%	-9%
20	2%	-18%	2%	?	-17%
21	1%	-6%	0%	.	?
22	1%	-25%	.	.	-5%
23	1%	-1%	5%	-2%	-2%
24	3%	13%	12%	?	-1%
25	0%	14%	.	6%	8%
26	-1%	-3%	0%	-5%	-3%
27	?	-4%	4%	-17%	1%
28	0%	-10%	-3%	0%	-2%
29	-1%	5%	.	.	7%
30	0%	1%	-2%	.	-12%

Results in sequence from above.
Compounds 17 to 28 in KCNH2 WT inh, in turn: -2, -10, -7, 15, 12, -10, -3, 10, -3, 2, -13, 1
Compounds 17 to 28 in USP2a block, in turn: -4%, 2%, 4%, 2%, 1%, 1%, 1%, 3%, 0%, -1%, ?, 0%
Compounds 17 to 28 in Eya2 phos inh, in turn: -12%, 1%, 1%, -18%, -6%, -25%, -1%, 13%, 14%, -3%, -4%, -10%

Some values from the results shown:
`COc1ccc(/C=C2\SC(=O)N(CCNC(=O)Cc3coc4cc(OC)ccc34)C2=O)cc1` in PKM2 activator is entered as -2%
`Cc1cc(=O)oc2cc(OCC(=O)N3CC[C@@]4(O)CCCC[C@H]4C3)ccc12` in Mito fusion act is entered as 2%

Nos. 29 through 30 of the list above:
No.	Molecule	Chronic BCR inh	Mito fusion act	PKM2 activator	Menin MLL FP TR	TSHR antagonist	KCNH2 WT inh
29	O=C(CNc1cccc(S(=O)(=O)N2CCCC2)c1)Nc1ccc(F)c(F)c1	0%	-9%	.	.	-23	-9
30	COc1ccc(/C=C2\SC(=O)N(CCNC(=O)Cc3coc4cc(OC)ccc34)C2=O)cc1	-9%	1%	-2%	-9%	3	4

No.	USP2a block	Eya2 phos inh	GALK inhibitor	MBNL1-CUG inh	S-ASM inh
29	-1%	5%	.	.	7%
30	0%	1%	-2%	.	-12%

New compounds follow:
No.	Molecule	Chronic BCR inh	Mito fusion act	PKM2 activator	Menin MLL FP TR	TSHR antagonist	KCNH2 WT inh
31	CC1(C)Cc2cccc(OCC(=O)Nc3ccc(OCC(N)=O)cc3)c2O1	-4%	-4%	.	-4%	-3	-5
32	Nc1nc(NCCc2ccccc2)nc(NCc2ccccc2)c1[N+](=O)[O-]	4%	24%	.	-10%	21	26
33	CC(=O)NN1C(=O)c2ccc(Oc3cccc([N+](=O)[O-])c3)cc2C1=O	0%	1%	1%	.	-20	1
34	CN1CCN(C2CCN(c3cccc(Cl)c3)CC2)CC1CCO (configuration not stated)	1%	0%	-8%	-1%	2	9
35	COc1ccc(NS(=O)(=O)c2cc(N/C(=N\S(=O)(=O)c3ccccc3)c3ccc(F)cc3)ccc2Cl)cc1	0%	-8%	9%	?	-7	5

No.	USP2a block	Eya2 phos inh	GALK inhibitor	MBNL1-CUG inh	S-ASM inh
31	3%	0%	0%	-4%	1%
32	-4%	-5%	-1%	-6%	-23%
33	2%	12%	-3%	?	-1%
34	0%	2%	0%	0%	1%
35	-1%	-3%	1%	-1%	-3%

Screening results (PubChem BioAssay)
